Screening results as filed in PubChem.
EPAC2 antag: qHTS for Antagonist of cAMP-regulated guanine nucleotide exchange factor 2 (EPAC2): primary screen; EPAC2 GEF exchange of Rap1B-BODIPY-GDP, fluorescence; Rap guanine nucleotide exchange factor 4 (Homo sapiens), Q8WZA2; 360,000 tested, 0.18% active; Potency, µM (titrated, usually from 114 µM), for inactives: top-dose activity, negative = inhibition, actives largely listed as inhibitors; further: potency means the concentration at half of the fitted maximal effect; on the % scale 0 is the no-effect control and ±100 the full control effect; nearly all actives have a fitted effect of over 45% in size; many of its hits are not listed in these tables
PI5P4K alpha inh: qHTS for Inhibitors of phosphatidylinositol 5-phosphate 4-kinase (PI5P4K) | PI5P4Kalpha enzyme, ADP-Glo luminescence, 60 min; stronger effect = lower value | max response, % | AID 652105, 2013 | 330,000 tested, 1.2% active; active means max response of -50% or lower; inconclusive means between -30% and -50%; inactive means -30% or higher; further: value at the top dose of about 77 µM; on the % scale 0 is the no-effect control and ±100 the full control effect
Target sequence (P48426 whole entry, looked up): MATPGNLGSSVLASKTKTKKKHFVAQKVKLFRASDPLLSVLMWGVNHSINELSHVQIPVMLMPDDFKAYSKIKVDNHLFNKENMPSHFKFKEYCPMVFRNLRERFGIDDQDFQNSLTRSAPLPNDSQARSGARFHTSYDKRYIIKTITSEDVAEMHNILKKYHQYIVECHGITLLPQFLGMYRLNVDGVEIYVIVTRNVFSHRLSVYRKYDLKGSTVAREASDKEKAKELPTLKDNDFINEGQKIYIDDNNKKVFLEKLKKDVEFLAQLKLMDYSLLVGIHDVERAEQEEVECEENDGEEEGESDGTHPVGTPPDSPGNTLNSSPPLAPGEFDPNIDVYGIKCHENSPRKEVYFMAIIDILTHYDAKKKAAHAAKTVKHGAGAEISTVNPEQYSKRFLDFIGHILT
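Enzyme plus substrate dispensed, test compounds pinned in, then ATP (5 microM final) added. After 60 min at RT, ADP-Glo reagent 1 for 45 min and reagent 2 for 30 min preceded luminescence imaging.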
EPAC1 agonist: qHTS for Agonist of cAMP-regulated guanine nucleotide exchange factor 3 (EPAC1): primary screen. Rap guanine nucleotide exchange factor 3 (Homo sapiens), O95398. EPAC1 agonist qHTS, biochemical assay; response scale: 100% = response to 6.5 mM cAMP. Potency, µM (top dose mostly 154 µM), for inactives: at the top dose activation, most hits filed as activators. 360,000 tested, 0.073% active; further: potency means the concentration at half of the fitted maximal effect; nearly all actives have a fitted effect of over 60% in size
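Multi-concentration qHTS readout: loss of Rap1B-bound BODIPY-GDP fluorescence driven by 100 nM EPAC1 with excess GDP (50 uM), monitored kinetically at room temperature; agonist response expressed relative to 6.5 mM cAMP.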
WRN inhibitor: qHTS for Inhibitors of WRN Helicase. AID 651768, 2012. WRN helicase unwinding, fluorescent forked duplex, kinetic. Potency, µM (top dose mostly 114 µM), for the others: at the top dose activity change, negative = inhibition, most hits filed as inhibitors. 360,000 tested, 0.46% active; further: potency means the concentration at half of the fitted maximal effect; on the % scale 0 is the no-effect control and ±100 the full control effect; nearly all actives have a fitted effect of over 55% in size
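WRN at 20 nM final was preincubated with compound for 15 min at room temperature; reaction started with 100 nM forked duplex oligonucleotide carrying fluorophore and quencher plus 2 mM ATP (final). Unwinding followed kinetically by red fluorescence (ex 525/em 598 nm).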
EPAC1 antag: qHTS for Antagonist of cAMP-regulated guanine nucleotide exchange factor 3 (EPAC1): primary screen; Rap guanine nucleotide exchange factor 3 (Homo sapiens), O95398; EPAC1 GEF assay, Rap1b-BODIPY-GDP exchange fluorescence; Potency, µM (doses to about 115 µM), inactives show top-dose activity change, negative = inhibition, usual class: inhibitors; 360,000 tested, 0.14% active; AID 720709, 2013;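 further: potency means the concentration at half of the fitted maximal effect; plate controls were vehicle for no effect and positive control for full effect; nearly all actives have a fitted effect of over 50% in size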
CCT chaperon mod: High-Throughput Screening for Modulators of Cytosolic Chaperonin Activity; purified chaperonin ATPase assay, HTRF ADP detection, 30 min; 360,000 tested, 0.3% active; activity change, % (no concentration beside the values), hits read low; AID 651819, 2012; in the data active means activity change below about -30%; further: on the % scale 0 is the no-effect control and ±100 the full control effect
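We incubate TRiC, 40 or 20 nM final, with library compounds at 76 uM and 10 uM ATP for 30 min at 37 °C. ADP formed is detected with Transcreener HTRF reagents after 30 min at room temperature.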
PLK1 PBD block: qHTS for Inhibitors of PLK1-PDB (polo-like kinase 1 - polo-box domain): Primary Screen; Serine/threonine-protein kinase PLK1 (Homo sapiens), P53350; AID 720504, 2013; Potency, µM, without a hit: max response, negative = inhibition, usual class: inhibitors; 360,000 tested, 2.8% active; Plk1 PBD binding of FITC phosphopeptide, fluorescence polarization; further: potency means the concentration at half of the fitted maximal effect; series mostly up to about 57 µM; on the % scale 0 is the no-effect control and ±100 the full control effect; nearly all actives have a fitted effect of over 65% in size
Target sequence (P53350 whole entry, looked up, the tested form may be a part): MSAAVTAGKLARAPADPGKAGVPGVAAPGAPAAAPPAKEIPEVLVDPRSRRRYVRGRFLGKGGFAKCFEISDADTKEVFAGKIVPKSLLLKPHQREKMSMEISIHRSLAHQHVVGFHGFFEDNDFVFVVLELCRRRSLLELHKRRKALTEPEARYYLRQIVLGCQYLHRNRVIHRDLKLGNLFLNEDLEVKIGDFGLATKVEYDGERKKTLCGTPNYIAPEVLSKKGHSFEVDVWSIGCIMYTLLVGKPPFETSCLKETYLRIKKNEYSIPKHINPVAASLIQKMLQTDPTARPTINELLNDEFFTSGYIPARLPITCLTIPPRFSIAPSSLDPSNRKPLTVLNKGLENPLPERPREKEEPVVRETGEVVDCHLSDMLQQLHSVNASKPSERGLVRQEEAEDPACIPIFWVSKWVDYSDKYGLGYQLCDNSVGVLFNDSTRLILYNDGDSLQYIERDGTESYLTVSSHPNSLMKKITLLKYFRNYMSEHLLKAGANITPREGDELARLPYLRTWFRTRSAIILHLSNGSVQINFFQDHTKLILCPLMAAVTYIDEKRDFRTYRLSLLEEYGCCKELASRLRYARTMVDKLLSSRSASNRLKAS
Mm-Cpn inhibitor: Inhibitors of TCP-1 ring complex (TRiC) of Methanococcus maripaludis (MmCpn): qHTS | Potency, µM (doses to about 76.9 µM), without a hit: top-dose activity, negative = inhibition, most hits filed as inhibitors | purified Mm-Cpn ATPase, ADP Transcreener TR-FRET | AID 504842, 2011 | Chaperonin Mm-Cpn (Methanococcus maripaludis) | 330,000 tested, 0.031% active; further: potency means the concentration at half of the fitted maximal effect; on the % scale 0 is the no-effect control and ±100 the full control effect; nearly all actives have a fitted effect of over 80% in size
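Eu-cryptate anti-ADP/ADP-d2 competition gives a ratio inversely related to ADP. Enzyme at 25 nM was pre-exposed to compound for 10 min, then given 10 uM ATP for 30 min, 37°C throughout.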
* hit, by the source's call; ? = inconclusive; . = not tested or not shown; [ ] = another dose, or the depositor's remark. Unless noted, the call rests on the fitted dose curve; in most records, active means well fitted curve in the direction sought with a large enough effect; inconclusive means small, poorly fitted or top-dose-only effect, or another doubt; inactive means no such curve, though single readings can be large; an effect the other way counts as inactive or inconclusive. A portion of the library (hit frequency here may not be typical).

molecule	EPAC2 antag	PI5P4K alpha inh	EPAC1 agonist	WRN inhibitor	EPAC1 antag	CCT chaperon mod	PLK1 PBD block	Mm-Cpn inhibitor
COCCN(C(=S)Nc1ccccc1C)C(C)c1ccco1 (stereo not drawn)	-5%	-10	2%	-2%	9%	-0.9	-16%	-6%
CC(C)NC(=O)C1(C)CCN1C(=O)c1ccccc1F (stereo not drawn)	1%	2	-14%	2%	5%	0.3	-4%	.
Cc1nnc(SCC(=O)Nc2cc(C(N)=O)cc(C(N)=O)c2)n1-c1ccccc1	-1%	0	11%	-4%[57.1 µM]	-3%	-1.0	-10%	2%
O=c1c2ccccc2[nH]c(=S)n1-c1cccc(S(=O)(=O)N2CCCC2)c1	5%	-1	12%	-34%[57.1 µM]	?	-1.5	?	0%
COc1ccc(Cc2nnc(NC(=O)c3ccc(OC)cc3OC)s2)cc1	10%	1	-2%	8%	31%[activator]	2.3	3%	-13%
CCC(=O)n1nc(-c2ccc(Cl)cc2)nc1NCc1ccccc1	18%	9	5%	-1%	-4%	-1.0	-11%	-4%
O=C(N/N=C/c1ccccn1)c1ccc(Br)o1	1%	9	-3%	-10%	-8%	-2.1	0%	1%
O=C(O)C1CCC(N2C(=O)C3C4CCC(C4)C3C2=O)CC1 (stereo not drawn)	7%	1	2%	-4%	2%	-1.2	-3%	0%
CN(C/C=C/c1ccccc1)C1CCCCC1	9%	-1	0%	-13%	4%	3.1	-1%	-4%
Cc1cc2nc(-c3ccco3)c(CC(C)(C)C)n2c(C)c1Br	-15%	-20	-23%	-9%	-15%	-1.5	-26%	.
CCCNC(=O)N1CCC(c2ccc3c(c2)OCO3)CC1	-3%	-1	16%	-3%	-4%	-0.7	1%	-5%
Cc1ccc(OCc2nc(-c3ccc(Cl)cc3)n[nH]2)cc1	-12%	.	10%	-14%	-6%	-2.3	-2%	-2%
O=C(Nc1ccccc1F)N1CCCC1c1cccnc1 (stereo not drawn)	2%	0	1%	-2%	-2%	-3.0	1%	1%
CCCc1ccc2oc(C(=O)N3CCN(c4cnccn4)CC3)c(C)c2c1	-26%	5	9%	-2%	-18%	0.4	-7%	1%
CCCc1c(C(=O)N/N=C/c2ccc(OCc3ccccc3)c(OC)c2)nnn1-c1nonc1N	-5%	-2	-6%	-6%	17%	-3.7	2%	0%
O=C(NCc1ccc2c(c1)OCO2)C1CCCN(C(=O)c2ccc(Cl)cc2)C1 (stereo not drawn)	3%	0	3%	-1%	0%	-2.9	2%	2%
Cc1ccc(NC(=S)NC2CCCC2)cc1C	-2%	5	-3%	-13%	-2%	-0.4	-5%	2%
O=C(CN1CC[n+]2c(-c3cccs3)csc21)c1ccc(Br)cc1	6%	-23	1%	-29%[57.1 µM]	11%	-1.5	-19%	-10%
CC(=O)/C(=C\N(C)C)Sc1ccc(Cl)cc1	6%	-1	19%	-2%	-1%	1.8	?	2%
O=C(NCCC1CCCCN1S(=O)(=O)c1ccc(F)cc1)C(=O)NCc1cccnc1 (stereo not drawn)	0%	-6	-6%	-24%	-28%	-1.6	-7%	0%
CCOc1ccc(CCN2C(=O)C(=O)N([C@@H](CC(C)C)CN3CCC[C@@H]3CN3C(=O)C(=O)NC[C@@H]3Cc3ccccc3)C[C@@H]2CC(C)C)cc1	-4%	-16	4%	-1%	?	-1.0	-13%	.
CCOC(=O)c1cc2occc2n1CC(=O)N1CCN(C(=O)c2ccco2)CC1	6%	.	1%	0%	1%	-0.7	-1%	-3%
CC(=O)NC(c1cccc(F)c1)c1nc(-c2cccs2)cs1 (stereo not drawn)	?	0	-8%	-4%	-15%	-0.5	-20%	.
Cc1ccc(C)c(NC(=O)CN(C)C(=O)c2ccc(S(=O)(=O)N(C)c3ccccc3)cc2)c1	-5%	0	4%	-1%	13%	0.4	3%	1%
CC(=O)N1N=C(c2ccc(Cl)cc2)OC1c1ccc(C(C)C)cc1 (stereo not drawn)	4%	-10	5%	-7%	3%	0.5	-23%	-5%
COc1ccc(NC(=O)c2cccc(S(=O)(=O)N3CCc4ccccc43)c2)cn1	13%	-5	3%	-1%	5%	-0.9	-3%	2%
CC(C)C(C)N(Cc1ccc(C(=O)O)cc1)C(=O)c1ccc2ccccc2n1 (stereo not drawn)	4%	-2	5%	4%[11.6 µM]	-4%	-16	1%	.
CCOC(=O)CCc1n[nH]c(=O)[nH]c1=O	23%	3	8%	-30%	8%	-2.0	-7%	0%
CC(=O)Nc1c(O)c2cccc3c2n(c1=O)CCC3	2%	-1	3%	-3%	-18%	1.0	0%	.
Cc1ccc(SCCC(=O)OCC(=O)Nc2ccc(S(N)(=O)=O)cc2)cc1	-5%	-8	6%	-6%	-3%	-1.2	-23%	1%
N#CC1=C(N)NC(=S)C(C(N)=O)C1c1ccc([N+](=O)[O-])cc1 (stereo not drawn)	-19%	-56*	0%	?	-3%	-1.4	27µM*	-3%
O=c1[nH]c2ccc(S(=O)(=O)N3CCCCC3)cc2o1	-1%	.	5%	-17%	-7%	1.3	-2%	-2%
COc1cccc(/C=c2/s/c(=C(\C#N)C(=O)N3CCOCC3)n(-c3ccccc3)c2=O)c1	1%	.	-4%	2%	-3%	-0.8	-1%	-1%
CN(Cc1cn(C)nc1-c1cccc(Cl)c1)CC1CCCCO1 (stereo not drawn)	-3%	0	-5%	7%	11%	-4.2	4%	1%
COc1cc(NC(=O)c2ccccc2)c(OC)cc1NC(=O)CN1C(=O)NC2(CCCCC2C)C1=O (stereo not drawn)	7%	-24	-6%	4%	-2%	2.0	6%	-5%
Cc1nc2sccn2c(=O)c1S(=O)(=O)NCC1CCN(Cc2ccc(Cl)cc2)CC1	0%	1	9%	-4%	2%	-0.3	3%	.
CC(=O)c1ccc(NC(=S)N2CCN(S(=O)(=O)c3ccc(F)cc3)CC2)cc1	-4%	-6	5%	-19%	-18%	-1.8	-4%	-1%
O=C(C1CCN(S(=O)(=O)c2cc(Cl)ccc2Cl)CC1)N1CCOCC1	1%	-3	-3%	0%	-1%	-5.9	-8%	1%
CCOP(=O)(OCC)C1NC(=O)N(c2ccccc2)C1=O (stereo not drawn)	2%	2	7%	-5%	7%	0.5	-2%	-1%
Cc1c(NC(=O)c2ccccc2N(C)S(=O)(=O)c2ccccc2)c(=O)n(-c2ccccc2)n1C	-4%	1	-2%	-6%	6%	1.4	0%	-3%
O=C(O)c1cccc(S(=O)(=O)Nc2ccc(OCc3ccccc3)cc2)c1	1%	1	1%	11%	14%	-0.2	-5%	-1%
Cn1cc(C(=O)Nc2ccccn2)c(=O)c2ccccc21	3%	0	4%	-1%	-3%	-1.0	4%	-4%
S=c1[nH]nc(-c2cccnc2)n1C1CCCCC1	-7%	1	-1%	-8%	-15%	-0.7	-4%	1%
CC(=O)Nc1ccc(S(=O)(=O)NNC(=O)c2cccc(Br)c2)cc1	11%	10	9%	-1%	5%	-1.5	-9%	1%
Cc1cc(OCCCCOc2ccc(S(N)(=O)=O)c(C)c2)ccc1S(N)(=O)=O	3%	-10	0%	-2%	-30%	-1.0	-14%	-1%
N#C/C(=C\c1ccccn1)c1nc2ccccc2s1	25µM*	0	-42%[inhibitor]	-4%	?	-0.1	-6%	-4%
CCOC(=O)C1=C(N)Oc2ccc3ccccc3c2C1c1ccc(O)cc1 (stereo not drawn)	?	19	7%	-4%	-4%	-1.0	5%	0%
O=C(NCC(=O)N(Cc1cccs1)C(C(=O)NC1CCCCC1)c1ccco1)c1cccs1 (stereo not drawn)	-3%	-1	13%	1%	3%	-1.4	-10%	0%
O=C(C1CCC(Cn2c(=S)[nH]c3ccccc3c2=O)CC1)N1CCN(c2ccccc2)CC1 (stereo not drawn)	2%	-3	8%	-4%	0%	-1.1	-4%	.
Cn1cnnc1SCC(=O)Nc1ccc2nc(SCc3ccccc3Cl)sc2c1	4%	13	4%	-1%	-15%	1.6	-2%	?
COc1ccc(-c2c(C(=O)c3ccccc3)[nH]c(N)c2C(=O)c2ccc(Br)cc2)cc1OC	-22%	?	-36%[inhibitor]	-7%	-5%	-0.5	-5%	.
O=C1CCC([N+](=O)[O-])C(c2ccccc2Cl)N1 (stereo not drawn)	11%	4	-3%	3%[57.1 µM]	-3%	-2.1	1%	0%
Cc1ccc(-c2nnc(CSc3nnc(COc4ccccc4)n3-c3ccc(C)cc3)o2)cc1	-15%	.	11%	-10%	-12%	1.2	1%	?
COc1ccccc1OCC(=O)Nc1ccc(S(=O)(=O)Nc2nccs2)cc1	-6%	4	6%	-24%	-11%	0.4	-7%	0%
COc1ccc(NC(=O)c2cccc(N3C(=O)C4C5C=CC(C5)C4C3=O)c2)cc1Cl (stereo not drawn)	-1%	-1	-5%	21%	-6%	-0.2	-15%	-1%
COc1ccc(N2CCN(CCNC(=O)Nc3ccc(Cl)cc3)CC2)cc1	4%	.	5%	-2%	4%	-3.0	-5%	1%
Cc1cccc2sc(NNC(=O)c3cc(-c4cccs4)nc4ccccc34)nc12	-17%	-2	-5%	-3%	-5%	-1.4	3%	-1%
CNC(=O)c1cc(C(=O)c2ccc(Cl)cc2)c(Br)[nH]1	-22%	2	-2%	-7%	-19%	1.8	4%	-1%
Cc1cc(=O)oc2cc(OC(C)C(=O)Nc3ccc(N4CCOCC4)cc3)ccc12 (stereo not drawn)	4%	.	3%	-4%	2%	0.5	-11%	2%
